NALP3 yeast inh – blocks the NALP3 inflammasome reconstituted in yeast | Yeast reconstituted NLRP3/ASC/caspase-1, beta-gal luminescence, 24 h | actives 0.39% (n = 330,000) | inhibition, % at 10 µM;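 active = inhibition of 50% or more; inactive = inhibition below 50%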;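 also: plate controls were induced DMSO wells for no effect and uninduced yeast grown without galactose for full effect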
APOBEC3G inh – APOBEC3G (human) deaminase inhibition | Q9HC16 | AID 493012 | inhibition, % at 20 µM | actives 0.28% (n = 330,000) | recombinant A3G, ssDNA deamination FAM/TAMRA fluorescence;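 active = inhibition of at least 40% at 20 µM, with no more than 30% in the related APOBEC3A deaminase screen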;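 also: plate controls were DMSO wells with A3G for no effect and wells lacking A3G enzyme for full effect; some compounds called inactive have numbers as strong as hits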
mIAP act – mouse IAP activation. muIAP, CDP-Star luminescence, 30 min; hits give high values; 1 = vehicle-only enzyme signal, 0 = enzyme-free wells. actives 0.24% (n = 330,000). AID 2805. activation factor at 10 µM;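 active = activation factor of at least 2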; also: the source names both 10 and 20 µM as test concentration; values of inactives mirror those of a sister screen read the other way
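Assay system: mouse IAP enzyme; reagent: chemiluminescent substrate CDP-Star; dosing: test compounds delivered from DMSO solution; schedule: 30 min at room temperature; measured by: luminescence from enzymatic CDP-Star hydrolysis; controls: DMSO-only wells and no-enzyme negative control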
SENP1 inh – blocks the human SENP1 SUMO protease catalytic domain; Q9P0U3; recombinant SENP1 catalytic domain, CyPet-SUMO1-YPet FRET cleavage; inhibition, % at 10 µM; actives 0.21% (n = 360,000); AID 624204;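 active = inhibition at least 30% at 10 µM, raw YFP signal under a set limit, fluorescence ratio 0.5 to 1.5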;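 also: 0% = enzyme with DMSO and 100% = no enzyme wells; some results filed as inactive read as strong as hits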
Target sequence (Q9P0U3 419-644 limits assumed): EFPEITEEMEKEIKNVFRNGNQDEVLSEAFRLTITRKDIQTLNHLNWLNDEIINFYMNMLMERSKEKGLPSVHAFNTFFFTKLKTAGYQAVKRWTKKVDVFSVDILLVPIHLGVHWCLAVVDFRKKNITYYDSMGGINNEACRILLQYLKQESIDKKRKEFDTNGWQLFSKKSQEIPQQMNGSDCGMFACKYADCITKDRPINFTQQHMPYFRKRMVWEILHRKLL
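Material – human SENP1 catalytic domain · Input – SENP1 enzyme, 20 pM final · Compound dosing – single concentration of 10 µM compound, 0.5% DMSO final · Timing – enzyme reaction for 50 min at room temperature, dark · Measured by – FRET fluorescence in CFP and YFP emission channels · Control set – no-enzyme wells low, DMSO-plus-enzyme wells high control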
hIAP block – human IAP inhibition; P09923; purified IAP, CDP-Star luminescence, 30 min; inhibition, % at 10 µM; actives 0.12% (n = 330,000);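 active = inhibition reaching a set limit with compound at 10 µM in the primary screen, cut at about 35% in these data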;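 also: plate controls were DMSO wells with enzyme for no effect and no-enzyme buffer wells for full effect; values of inactives mirror those of a sister screen read the other way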
Target sequence (P09923 whole entry, looked up): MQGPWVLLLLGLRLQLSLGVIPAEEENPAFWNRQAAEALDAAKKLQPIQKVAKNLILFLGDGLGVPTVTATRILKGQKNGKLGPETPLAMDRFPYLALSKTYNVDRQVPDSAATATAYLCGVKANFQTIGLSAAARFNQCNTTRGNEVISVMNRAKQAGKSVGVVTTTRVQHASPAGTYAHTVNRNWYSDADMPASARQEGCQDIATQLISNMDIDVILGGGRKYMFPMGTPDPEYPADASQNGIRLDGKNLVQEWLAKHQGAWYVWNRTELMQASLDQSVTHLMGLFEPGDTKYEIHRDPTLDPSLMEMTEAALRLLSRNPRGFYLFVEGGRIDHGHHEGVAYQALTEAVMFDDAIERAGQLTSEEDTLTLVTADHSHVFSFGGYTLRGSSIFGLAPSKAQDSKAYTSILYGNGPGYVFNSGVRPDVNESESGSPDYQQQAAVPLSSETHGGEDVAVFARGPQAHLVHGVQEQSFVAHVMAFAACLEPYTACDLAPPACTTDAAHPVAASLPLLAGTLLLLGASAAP
mIAP block – mouse IAP inhibition; purified mouse IAP, CDP-Star luminescence, 30 min; inhibition, % at 10 µM; actives 0.2% (n = 330,000);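 active = inhibition of at least 40% at 10 µM in the primary screen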;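 also: plate controls were DMSO with enzyme for no effect and no enzyme wells for full effect; values of inactives mirror those of a sister screen read the other way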
APOBEC3A inh – blocks human APOBEC3A ssDNA deamination. P31941. actives 0.41% (n = 330,000). inhibition, % at 20 µM. recombinant A3A, FAM/TAMRA ssDNA deamination fluorescence;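 active = at least 40% inhibition at 20 µM here, with at most 30% in a related deaminase screen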;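 also: plate controls were A3A with DMSO for no effect and wells lacking A3A enzyme for full effect; some results filed as inactive read as strong as hits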
Target sequence (P31941 whole entry, looked up): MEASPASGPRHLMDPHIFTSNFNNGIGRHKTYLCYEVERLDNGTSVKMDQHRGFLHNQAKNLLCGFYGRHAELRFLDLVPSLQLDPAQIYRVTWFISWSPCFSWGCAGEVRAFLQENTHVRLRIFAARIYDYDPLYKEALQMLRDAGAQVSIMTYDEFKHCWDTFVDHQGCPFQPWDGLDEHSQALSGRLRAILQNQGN
MIN6 prolif – inducers of beta-cell replication in MIN6 cells | MIN6 cells proliferation, ATPlite luminescence, 48 h; cells starved in 0.2% serum; 100% = growth in 10% serum | proliferation, % at 10 µM | actives 0.29% (n = 330,000) | AID 2380;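 active = compounds whose signal lies at least 3.5 SD above the mean of all wells on their plate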;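 also: 0% = DMSO-treated cells in low-serum medium and 100% = 10% serum control; some compounds called inactive have numbers as strong as hits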
hIAP activ – human IAP activation; actives 0.16% (n = 330,000); activation factor at 10 µM; AID 2524; purified human IAP, CDP-Star luminescence, 30 min; hits give high values; 1 = vehicle-only enzyme, 0 = enzyme-free background;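 active = activation factor of the enzyme at least 2-fold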; also: the source names both 10 and 20 µM as test concentration; values of inactives mirror those of a sister screen read the other way
An asterisk follows results filed as active; nt = not tested or not shown. Not all compounds are listed; count on the stated rates, not on these rows.

Start of the listing, in advance, 6 compounds:
compound,NALP3 yeast inh,APOBEC3G inh,mIAP act,SENP1 inh,hIAP block,mIAP block,APOBEC3A inh,MIN6 prolif,hIAP activ
COc1ccc(C2C(C(=O)N3CCN(c4ccccn4)CC3)CCC(=O)N2c2cc(OC)c(OC)c(OC)c2)cc1 (configuration not stated),-8,-6,1.1,0,-10,-12,-4,-3,1.1
COc1ccc(CCn2c(C)cc(C(=O)CSc3nnc(N)s3)c2C)cc1,16,-7,1.1,3,-73,-6,44*,-5,1.7
COc1ccc(COc2cccnc2N)cc1,13,-5,1,-1,-17,0,-3,-3,1.2
O=C(OCC(=O)N1CCCC1=O)c1cccc([N+](=O)[O-])c1,20,14,1.1,2,4,-9,4,0,0.96
C=CCNCCCOc1ccc(C(C)(C)c2ccccc2)cc1,33,-1,1,2,10,0,-4,-2,0.9
O=C(Nc1ccc2c(c1)OCO2)C(c1ccc(Cl)cc1)N1CCN(C(=O)c2ccco2)CC1 (configuration not stated),17,-1,1.2,1,-32,-20,1,-3,1.3

The listing, repeating the preview:
compound,NALP3 yeast inh,APOBEC3G inh,mIAP act,SENP1 inh,hIAP block,mIAP block,APOBEC3A inh,MIN6 prolif,hIAP activ
COc1ccc(C2C(C(=O)N3CCN(c4ccccn4)CC3)CCC(=O)N2c2cc(OC)c(OC)c(OC)c2)cc1 (configuration not stated),-8,-6,1.1,0,-10,-12,-4,-3,1.1
COc1ccc(CCn2c(C)cc(C(=O)CSc3nnc(N)s3)c2C)cc1,16,-7,1.1,3,-73,-6,44*,-5,1.7
COc1ccc(COc2cccnc2N)cc1,13,-5,1,-1,-17,0,-3,-3,1.2
O=C(OCC(=O)N1CCCC1=O)c1cccc([N+](=O)[O-])c1,20,14,1.1,2,4,-9,4,0,0.96
C=CCNCCCOc1ccc(C(C)(C)c2ccccc2)cc1,33,-1,1,2,10,0,-4,-2,0.9
O=C(Nc1ccc2c(c1)OCO2)C(c1ccc(Cl)cc1)N1CCN(C(=O)c2ccco2)CC1 (configuration not stated),17,-1,1.2,1,-32,-20,1,-3,1.3
O=C(CN1CCN(Cc2ccc(Cl)cc2)CC1)N/N=C/c1cccs1,14,-2,0.99,-1,0,1,-1,3,1
Cc1ccc(Nc2cc(C)c3ccc(O)cc3n2)cc1C,27,-3,1.1,-110,-12,-10,2,-6,1.1
COc1ccc(NC(=O)[C@@H](NC(=O)N2C[C@H]3C[C@@H](C2)c2cccc(=O)n2C3)C(C)C)cc1OC,-3,-7,0.9,0,14,10,-4,-2,0.86
CC(C)(C)c1cc2cccnc2n1Cc1ccccc1,14,-4,1,-1,1,-2,-1,-2,0.99
CCC(=O)N1c2ccc(S(=O)(=O)N3CCN(c4ccccc4Cl)CC3)cc2CC1C (configuration not stated),15,0,1,-9,-7,-2,2,-5,1.1
Cc1ccc(N(CC(=O)NCc2ccncc2)S(C)(=O)=O)cc1Cl,0,-3,1,2,17,-2,-2,0,0.83
CSc1ccc(C(=O)C2CCCN(C(=O)CCn3cncn3)C2)cc1 (configuration not stated),10,-6,1.1,2,-4,-12,-3,3,1
Cc1cccc(NC(=O)C(C)n2cc([N+](=O)[O-])cn2)n1 (configuration not stated),-6,-9,1,2,6,0,-1,7,0.94
CCCCc1ccc(S(=O)(=O)NC2CCS(=O)(=O)C2)cc1 (configuration not stated),-1,0,1,1,-2,-1,2,0,1
CC(=O)c1cccc(OCC(O)CNCCOc2ccc(C)cc2)c1 (configuration not stated),24,-8,1,-1,2,-1,-2,0,0.98
Cc1ccc(N2CCN(C(=S)Nc3ccccc3)CC2)cc1,36,-6,1,9,4,-1,-1,-2,0.96
CCOC(=O)C1CCN(C(=O)c2ccc3c(c2)NC(=O)/C(=C\c2ccc(C)cc2)S3)CC1,25,2,0.98,-6,0,2,0,-4,1
Cc1cc(CNC(=O)C2CCC(=O)N(Cc3cccc(C(F)(F)F)c3)C2)no1 (configuration not stated),13,-4,1.1,1,-4,-6,-4,0,1
CCN(CC)CCC(c1cc(OC)c(OC)c(OC)c1)c1c(OC)cc(OC)c2c(C)cc(=O)oc12 (configuration not stated),0,-12,0.98,1,2,2,9,-6,0.98
C(=N\Nc1nc(Nc2ccccc2)nc(N2CCOCC2)n1)/c1c[nH]c2ccccc12,41,-5,0.97,nt,0,3,-4,-6,1
O=C(CSc1nnc(-c2ccccn2)n1Cc1ccccc1)N1CCOCC1,8,-2,0.99,3,0,1,-2,6,1
C=CCn1c(C)cc(-c2csc(NC(=O)CCc3nc4ccccc4c(=O)[nH]3)n2)c1C,9,-11,0.8,-13,-4,20,-2,-5,1
O=C(CSc1nccn1-c1ccccc1)NCc1ccc2c(c1)OCO2,8,-6,1,1,-14,-4,-1,0,1.1
COC(/C(=N/O)c1ccc(Cl)cc1)c1ccccc1 (configuration not stated),-20,0,0.95,2,2,5,1,-7,0.98
CCOC(=O)C1CCCN(C(=O)c2cccc(S(=O)(=O)N(C)c3ccc(C)cc3)c2)C1 (configuration not stated),12,1,0.94,2,-3,6,6,-1,1
Cc1ccc(CC(=O)c2ccc(Cl)cc2)cc1,-37,-9,0.99,0,8,0,1,1,0.92
CCOc1c(Br)ccc2c1sc1nc[nH]c(=O)c12,20,-5,0.89,-1,-7,11,1,0,1.1
O=C(OCc1cc(=O)oc2cc(O)ccc12)c1cc(S(=O)(=O)N2CCOCC2)ccc1F,9,-9,1,-90,8,-1,-3,-7,0.92
CC(C)CCN1CCN(Cc2cccc(C(F)(F)F)c2)CC1CCO (configuration not stated),10,-2,0.97,2,-8,3,5,-1,1.1
O=S(=O)(NCCCN1CCOCC1)c1ccc2c(c1)OCCO2,6,-5,1.1,3,-6,-10,1,0,1.1
Cc1ccc(CN(C(=O)C(F)(F)F)C(C(=O)NC2CCCCC2)c2ccco2)cc1 (configuration not stated),8,-3,1.1,1,3,-8,-1,0,0.97
CC(CC(=O)Nc1ccc(F)cc1F)S(=O)(=O)c1ccc2c(c1)NC(=O)CO2 (configuration not stated),3,-1,1,2,12,0,-2,2,0.88
O=C(CNC(=O)c1ccccc1)NCCCSc1ccccc1,6,-3,1,0,-4,-3,-2,-4,1
Cc1cc2cc(OCC(=O)O)ccc2n1C,0,1,1,2,10,0,6,1,0.9
Nc1c(C(=O)NCCN2CCOCC2)c2nc3ccccc3nc2n1CCc1ccccc1F,19,-9,1,-24,-10,-2,-3,-4,1.1
Cc1ccc(C(=O)OCC(=O)N(C)c2c(N)n(Cc3ccccc3)c(=O)[nH]c2=O)s1,0,-14,0.94,-1,4,6,-4,2,0.96
COc1ccc(NCC(=O)N2CCCC2)cc1Cl,14,-10,1.1,0,-3,-13,-4,-1,1
O=c1c(C/C=C/c2ccccc2)c(O)ccn1CCc1c[nH]c2ccccc12,22,-9,0.98,-5,17,2,-2,-2,0.83
CCN1C/C(=C/c2sccc2C)c2nc3ccccc3c(C(=O)O)c2C1,4,-7,1,5,-1,-4,-4,-1,1
O=C(CC1C[C@H](C(=O)N2CCOCC2)[C@@]2(CCC3CCCC3)c3[nH]c4ccccc4c3CCN2C1=O)NCCN1CCOCC1 (some centres not stated),17,-2,1.1,3,27,-15,-2,1,0.73
CCOc1ccc(CCNC(=O)CCC(=O)Nc2ccc3nc(N4CCN(C)CC4)cc(C)c3c2)cc1OCC,-1,-3,1,-1,-27,-4,-5,-4,1.3
O=C(Nc1ccc(NC(=O)c2cccs2)cc1Cl)c1ccco1,38,-1,1,1,0,0,2,-1,1
O=C(Nc1ccccc1Br)c1ccc(OC(=S)N2CCOCC2)cc1,6,-4,0.98,0,2,2,-2,-3,0.98
O=C(Nc1ccc(Oc2ccccc2)nc1)C1CCN(Cc2cccc(F)c2)CC1,12,-7,1.5,1,-6,-47,-3,-4,1.1
C=CCOC(=O)C1=C(C)NC(=O)NC1c1cn(-c2ccccc2)nc1-c1cccs1 (configuration not stated),4,-3,1,-1,-26,0,0,-2,1.3
CCNS(=O)(=O)c1ccc(CCC(=O)N2CCC(C)CC2)cc1,20,-4,1,2,-10,-2,-4,3,1.1
O=c1c2cc(NC(=S)N3CCCC3)ccc2nc2n1CCCCC2,8,-2,0.95,0,-2,5,1,-1,1
O=C1COc2ccc(C(=O)COC(=O)/C=C/c3cccc(F)c3)cc2N1,7,5,0.96,1,5,4,9,-5,0.95
COc1ccc(CCNc2nc(-c3ccccn3)cs2)cc1OC,21,-3,0.94,4,-22,6,3,0,1.2
COC(=O)C(NC(=O)C(CC(C)C)NC(=O)C1CCC(C)CC1)C(C)C (configuration not stated),1,-2,1,3,2,-1,-3,5,0.98
OCCNCc1cc(Br)ccc1OCc1ccccc1,-6,-3,1,0,6,-2,7,-1,0.94

Reprinted from the listing (five entries):
compound,NALP3 yeast inh,APOBEC3G inh,mIAP act,SENP1 inh,hIAP block,mIAP block,APOBEC3A inh,MIN6 prolif,hIAP activ
O=c1c2cc(NC(=S)N3CCCC3)ccc2nc2n1CCCCC2,8,-2,0.95,0,-2,5,1,-1,1
O=C1COc2ccc(C(=O)COC(=O)/C=C/c3cccc(F)c3)cc2N1,7,5,0.96,1,5,4,9,-5,0.95
COc1ccc(CCNc2nc(-c3ccccn3)cs2)cc1OC,21,-3,0.94,4,-22,6,3,0,1.2
COC(=O)C(NC(=O)C(CC(C)C)NC(=O)C1CCC(C)CC1)C(C)C (configuration not stated),1,-2,1,3,2,-1,-3,5,0.98
OCCNCc1cc(Br)ccc1OCc1ccccc1,-6,-3,1,0,6,-2,7,-1,0.94

Assay outcomes as filed in PubChem BioAssay.
